Screening data (PubChem)
aDG glyco act: increases alpha dystroglycan glycosylation; Pro5-aDG cells, alpha-DG glycosylation AlphaScreen (IIH6); 0% Pro5, 100% B10-LARGE cell signal; activation, % at 10 µM; hit rate 0.22% among 360,000;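 active = activation of at least 8% versus controls, or a plate z-score of at least 8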;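 note: Pro5 are CHO cells carrying HIG-tagged alpha-DG that lacks glycosylation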
TLR9-MyD88 inh: inhibitors of human TLR9-MyD88 binding; Q9NR96+Q99836; CHO BLA complementation TLR9-MyD88, CCF4 FRET ratio; inhibition, % at 4.98 µM; hit rate 0.21% among 340,000;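 active = inhibition above the mean over all tested compounds plus 3 SD, cut at about 21% in these data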;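 note: 0% = DMSO only wells and 100% = clavulanate BLA inhibitor control wells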
NOD2 RIPK2 PPI: NOD2-RIPK2 protein interaction inhibition | hit rate 0.38% among 360,000 | CHO BLA complementation NOD2-RIPK2, CCF4 ratio | O43353 | inhibition, % at 4.98 µM; in the data active = inhibition above about 21%;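 note: 0% = vehicle only and 100% = reference blocker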
MC4R antagonist: human MC4R antagonism in cAMP assay. MC4R-expressing cells, MTII-stimulated cAMP, LANCE TR-FRET. hit rate 0.48% among 360,000. P32245. inhibition, % at 6.5 µM;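 active = inhibition above its plate's cutoff, the mean of tested wells on that plate plus 3 SD, cut at about 29% in these data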;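 note: 0% = Melanotan II alone and 100% = Melanotan II plus saturating MCL0020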
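material = U2OS cells stably expressing human melanocortin 4 receptor (MC4R) | also added = Melanotan II challenge | dosing = single nominal compound dose of 6.5 µM | detection = TR-FRET with Eu-cAMP and labeled anti-cAMP, 671 nm | replication = singlicate | timing = compound 30 min, challenge 1 h, detection 1 h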
Granule exo inh: lytic granule exocytosis inhibition; TALL-104 LAMP-1 surface exposure, flow cytometry; cells stimulated with thapsigargin and PMA; inhibition, % at 10 µM; hit rate 0.66% among 360,000; AID 651702;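 active = inhibition above about 55%, limit read from the data; inconclusive = no clear call, values can overlap the other calls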
ABCB6 inh MLPCN: inhibitors of human ABC transporter ABCB6 | Q9NP58 | K562-ABCB6 porphyrin accumulation, flow cytometry, 1 h; hits give low values | fluorescence ratio to DMSO, % at 10 µM | hit rate 0.19% among 360,000 | AID 602162;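 active = fluorescence ratio to DMSO below 75%, the collection mean minus 3 SD; inconclusive = too few cells collected in the well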;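 note: signal is porphyrin accumulated inside mitochondria; 100% equals median channel fluorescence of DMSO control wells; lower ratio means ABCB6 inhibition with less porphyrin fluorescence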
Vif inh: blocks HIV Vif function | AID 602346 | inhibition, % at 7.49 µM | hit rate 0.35% among 340,000 | HEK293T cells, Vif self-association by quenched fluorescence, imaging, 24 h; in the data active = inhibition above about 50%, passing the limit was not always enough; inconclusive = no clear call, values can overlap the other calls; inactive = below about 31%; note: some results filed as inactive read as strong as hits
ABHD5 PLIN5 PPI: blocks binding of human ABHD5 to perilipin-5; Q00G26+Q8WTS1; Split G. princeps luciferase complementation, luminescence, 4 h; inhibition, % at 4 µM; hit rate 0.78% among 360,000;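 active = inhibition above the mean inhibition across every tested compound plus 3 SD, cut at about 22% in these data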;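 note: 0% = DMSO only wells and the 100% control is not disclosed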
MC4R barr agon: human MC4R agonism via beta-arrestin. U2OS MC4R beta-arrestin complementation, luminescence; percent of melanotan II response, DMSO zero. hit rate 0.98% among 360,000. activation, % at 8.9 µM;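 active = activation above a per-plate cutoff, the mean activation of sample wells on that plate plus 3 SD, cut at about 8% in these data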
Glyco luc inh: N-linked glycosylation inhibition. AID 588692. reporter increase, % at 12.5 µM. D54 ERlucT glycosylation luciferase reporter, 24 h; percent of 100 nM tunicamycin response. hit rate 0.23% among 360,000;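 active = mean luciferase reporter signal, scaled so untreated is 0 and the glycosylation-blocking control 100, at or above a set limit in every replicate; inconclusive = mean reaches the limit but not every replicate does; inactive = mean below the limit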;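 note: luciferase carries N-glycosylation sites so blocking glycosylation raises the light; 0% = median of neutral control wells and 100% = median of 100 nM tunicamycin wells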
Active calls of the source: *; ? = inconclusive; nt = not tested or not shown; & = joins results of further samples.

| smiles | aDG glyco act | TLR9-MyD88 inh | NOD2 RIPK2 PPI | MC4R antagonist | Granule exo inh | ABCB6 inh MLPCN | Vif inh | ABHD5 PLIN5 PPI | MC4R barr agon | Glyco luc inh |
| --- | --- | --- | --- | --- | --- | --- | --- | --- | --- | --- |
| COc1ccc(NS(=O)(=O)c2ccc(C)c(C(=O)NCc3cccnc3)c2)cc1 | -0.2 | -1 | -8 | 1 | 0 | 106 | -8 | 0 | -1.4 | -3 |
| CNC(=S)N/N=C1\CC(c2ccccc2)Oc2ccccc21 (configuration not stated) | 0.8 | 4 | 13 | 6 | -6 | 95 | -9 | -1 | -1.7 | 3 |
| CCN(C(=O)COC(=O)CCOc1cc(C)ccc1C)c1c(N)n(Cc2ccccc2)c(=O)[nH]c1=O | 0.2 | 8 | -4 | 2 | -1 | 95 | 1 | -1 | -0.1 | 1 |
| CCN(CC)CCN1C(=O)C(=O)/C(=C(/O)c2c(C)[nH]c(C(=O)OC)c2C)C1c1cccnc1 (configuration not stated) | -0.2 | 12 | 4 | 4 | -1 | 95 | 6&16 | -2 | -1.6 | 2 |
| CC(c1ccco1)N(C(=O)CSc1ccc(Br)cc1)c1ccccn1 (configuration not stated) | 0.5 | 0 | 9 | 5 | -1 | 92 | -3 | -9 | -1.1 | -2 |
| Cc1cc(NC(=O)Nc2cc(Cl)ccc2C)no1 | 0.0 | -21 | -9 | 16 | -10 | 96 | -1 | -6 | 7.2 | 0 |
| CCOC(=O)c1c(NC(=O)CSc2nnc(-c3ccncc3)n2Cc2ccco2)sc(C)c1C | 0.5 | -9 | 5 | 5 | 0 | 102 | -12 | -9 | -0.7 | 3 |
| CCCCNC(=O)C(=O)NCC1CCCN1S(=O)(=O)c1cccs1 (configuration not stated) | -0.1 | 13 | -1 | 5 | -3 | 100 | -2 | 1 | -4.2 | 1 |
| COc1cc(-c2nnc(SCC(=O)Nc3ccc(C(=O)O)cc3)o2)cc(OC)c1OC | 0.1 | 6 | 3 | -4 | 2 | 98 | 22 | 3 | -1.8 | 0 |
| O=C(Nc1ccc(Cl)c(Cl)c1)Nc1nnc(CC2=CCCCC2)s1 | -0.1 | 9 | -1 | -4 | 15 | 93 | 20 | -1 | 4.4 | -9 |
| Nc1ccn(CC(=O)NCc2ccccn2)c(=O)n1 | -0.2 | -8 | -4 | 8 | -3 | 97 | -1 | 3 | -1.7 | 3 |
| Cc1cc(/C(O)=C2\C(=O)C(=O)N(CCN(C)C)C2c2ccncc2)ccc1OCc1ccccc1 (configuration not stated) | 0.1 | -7 | 6 | 4 | -3 | 101 | 14 | 2 | 1.2 | 0 |
| Cc1ccc(CNC(=O)c2ccc([N+](=O)[O-])o2)cc1 | 0.8 | 8 | 7 | 3 | -1 | 94 | 6 | 0 | -2.5 | 17 |
| COc1ccc(-c2csc(CCN3N=C(C)CC3=O)n2)cc1 | 0.1 | 3 | 6 | 6 | -2 | 110 | -7 | -5 | -0.4 | 2 |
| Cc1ccc(NC(=O)CCC(=O)NNC(=O)c2cccs2)cc1C | -0.2 | -1 | -7 | 4 | -1 | 104 | -3 | 4 | -1.1 | 1 |
| CN(C)c1ccc(C(=O)N2CCN(C(=O)C3CCCO3)CC2)cc1 (configuration not stated) | -0.2 | 5 | -2 | 16 | -4 | 101 | -5 | 3 | 0.8 | 1 |
| O=C(Nc1ccc2c(c1)OCCO2)C1CCN(C(=O)c2ccc(Br)cc2)CC1 | 0.0 | 2 | -15 | 7 | 14 | 103 | 8 | 0 | -0.1 | 0 |
| CC#CCN(CC#CC)S(=O)(=O)c1ccc(S(=O)(=O)N2CCOCC2)cc1 | 0.5 | 5 | 2 | -6 | -8 | 98 | 2 | 0 | 3.7 | -1 |
| Cc1nn(-c2ccccc2)c(NC(=O)c2ccccc2)c1Br | -0.1 | -7 | -3 | 12 | 12 | 98 | 3 | 2 | -1.1 | 0 |
| CCN(Cc1ccccc1)S(=O)(=O)c1ccc2oc(C(=O)O)c(C)c2c1 | -0.2 | 4 | -3 | 10 | -3 | 102 | nt | 0 | -0.9 | 3 |
| COc1ccc2oc(-c3cccc(NC(=O)CSc4ccc(Cl)cc4)c3)nc2c1 | 0.2 | 1 | 0 | 5 | 2 | 92 | -5 | -3 | 5.8 | 3 |
| C=C[C@H]1C(C(=O)OCC)=CC[C@@H](c2ccccc2)N1S(=O)(=O)c1ccc(C)cc1 | 0.0 | nt | -7 | nt | 6 | 104 | 17 | -13 | nt | -1 |
| CC(C)C[C@H](NC(=O)C1CC(=O)N(c2ccc3c(c2)OCCO3)C1)C(=O)NC1CCCC1 (some centres not stated) | 0.0 | -4 | -3 | 5 | -2 | 96 | 0 | -1 | -0.4 | -2 |
| CC1(OC(=O)CCc2ccccc2)C(=O)C=C2C=C(c3ccc(C#N)cc3)N(CC3CC3)C=C2C1=O (configuration not stated) | 0.4 | -5 | 8 | 14 | 5 | 101 | -3 | -5 | -2.4 | 2 |

Copied from the list:
Nc1ccn(CC(=O)NCc2ccccn2)c(=O)n1 in TLR9-MyD88 inh is listed with -8
Cc1nn(-c2ccccc2)c(NC(=O)c2ccccc2)c1Br in TLR9-MyD88 inh is listed with -7

New compounds follow
| smiles | aDG glyco act | TLR9-MyD88 inh | NOD2 RIPK2 PPI | MC4R antagonist | Granule exo inh | ABCB6 inh MLPCN | Vif inh | ABHD5 PLIN5 PPI | MC4R barr agon | Glyco luc inh |
| --- | --- | --- | --- | --- | --- | --- | --- | --- | --- | --- |
| Cc1cccc(NS(=O)(=O)c2cccc(C(=O)NCC(c3ccc(F)cc3)N3CCOCC3)c2)c1 (configuration not stated) | 0.0 | -1 | 4 | 3 | 8 | 95 | -1 | -11 | 2.8 | -2 |
| Cc1ccc(CN2C(=O)CSCC2(C)C(=O)Nc2c(C)cccc2C)cc1 (configuration not stated) | -0.2 | nt | -6 | nt | -10 | nt | nt | -4 | nt | nt |
| COc1ccc(Cc2c(-c3ccc(Cl)cc3)nc3c(C)cc(Br)cn23)c(C)c1 | -0.1 | nt | -12 | nt | -2 | 102 | nt | -14 | nt | 1 |
| Cc1ccc(NC(=O)CC2S/C(=N/N=C/C=C/c3ccccc3)NC2=O)cc1Cl (configuration not stated) | -0.3 | -3 | -2 | 0 | 3 | 94 | -3 | 1 | 4.8 | 0 |
| O=C(COC(=O)c1ccc([N+](=O)[O-])o1)Nc1ccc2c(c1)OC(F)(F)O2 | -0.1 | 1 | -2 | 16 | 5 | 99 | nt | -3 | -0.1 | 2 |
| O=C(CSc1nnc(NCc2ccccc2)s1)c1ccco1 | 0.1 | -2 | -5 | 7 | 0 | 99 | -5 | 1 | -0.5 | 0 |
| Cc1cc(NS(=O)(=O)c2ccc(NC(=O)c3oc4ccccc4c3C)cc2)no1 | 0.1 | 7 | 0 | 29* | -5 | 106 | -3 | -6 | 0.7 | 1 |
| COCC1CCCCN1C(=O)c1ccc(OC2CCN(Cc3ccccn3)CC2)cc1 (configuration not stated) | -0.4 | -13 | -12 | 8 | 20 | 97 | -9 | 4 | -0.6 | 0 |
| O=C(NCC1CCCO1)C1CC(=O)N(c2cccc(Cl)c2)C1 (configuration not stated) | 0.0 | 5 | -1 | 2 | -9 | 97 | 9 | -6 | -0.2 | 2 |
| O=C(Nc1nnc(C2=COCCO2)o1)c1ccc(S(=O)(=O)N2CCCCC2)cc1 | 0.1 | -1 | -10 | 4 | -2 | 93 | -2 | 6 | -3.0 | 0 |
| Cc1ccn2c(=O)nc(SCC(=O)N3CCCc4ccccc43)nc2c1 | 0.1 | -4 | 2 | 14 | 0 | 98 | 2 | -2 | -3.3 | 0 |
| CC(C)(C)OC(=O)NN1CC(=O)N2[C@@H](Cc3c([nH]c4ccccc34)C2(C)C)C1=O | 0.0 | 2 | -11 | 24 | 1 | 96 | -7 | -2 | 2.5 | -2 |
| CCN(CC)S(=O)(=O)c1ccc(C(=O)Nc2ccc(C(F)(F)F)n(C)c2=O)cc1 | 0.0 | -5 | 0 | 5 | -7 | 94 | 3 | 2 | -0.3 | -2 |
| Cc1ccc(C(=O)N/C(=C/c2ccc(N(C)C)cc2)C(=O)NCC2CCCO2)cc1 (configuration not stated) | -0.1 | -7 | 2 | 2 | -6 | 96 | 2 | 11 | -1.6 | 1 |
| CCOC(=O)/C(C)=C1\NC(C)(C)Cc2ccccc21 | -0.2 | -4 | -11 | 1 | -3 | 98 | 1 | 6 | -0.7 | 0 |
| COC(=O)[C@@H]1C[C@@]2(O)[C@@H](O)[C@@H](O)[C@@H](O)C[C@H]2N1Cc1ccc(C(F)(F)F)cc1 | -0.1 | 8 | 1 | 2 | 23 | 97 | 1 | -2 | -1.5 | 3 |
| CCC12CN3CC(CC)(CN(C1)C31C(=O)N(C)c3ccc(C)cc31)C2=O (configuration not stated) | -0.2 | -3 | -5 | 11 | -1 | 105 | 0 | -4 | 0.4 | -1 |
| CCN1CCN(Cc2oc(CO)cc(=O)c2O)CC1 | 0.1 | 3 | 2 | -3 | 1 | 103 | -3 | 1 | -2.1 | 0 |
| COc1cccc(C(c2sc3ncnn3c2O)N2CC(C)OC(C)C2)c1 (configuration not stated) | 0.0 | 11 | 1 | -2 | -4 | 96 | 3 | -1 | -1.5 | 0 |
| COc1ccccc1C1=NNC(=NCc2ccccc2)SC1 | 0.2 | -2 | -15 | -5 | 0 | 100 | 1 | -4 | 1.7 | -2 |
| CCN(CC)S(=O)(=O)c1ccc(C(=O)N2CCN(c3ncccn3)CC2)cc1 | -0.1 | -4 | 0 | 7 | -5 | 96 | 7 | -1 | -2.2 | -1 |
| CC(=C/c1ccccc1)/C=N/NC(=O)c1ccccn1 | 0.0 | nt | -2 | 2 | 1 | 94 | -3 | -8 | 1.0 | -17 |
| N=c1c(S(=O)(=O)c2ccccc2)cc2c(=O)n3ccccc3nc2n1Cc1ccco1 | -0.2 | 13 | 15 | 6 | 2 | 109 | -2 | 25* | -2.3 | 2 |
| COc1cc2cnc(-c3ccccc3)cc2cc1OC | 0.1 | -15 | 13 | -2 | -2 | 101 | 2 | 1 | -1.2 | ? |
| CCNC(=O)C1(C)CCCN(C(=O)c2cc3ccccc3s2)C1 (configuration not stated) | -0.1 | nt | 1 | 2 | 10 | 97 | nt | -1 | -1.4 | 1 |
| CCOC(=O)CNC(=O)Cn1cnc2c(nnn2-c2cccc(Cl)c2)c1=O | -0.1 | -3 | -4 | 20 | -6 | 104 | -7 | -4 | 0.4 | 3 |
| CN(C)S(=O)(=O)c1ccc(N=Cc2c(C(F)(F)F)[nH]n(C)c2=O)cc1 | -0.3 | 3 | -9 | 7 | 20 | 318 | -22 | -1 | -1.4 | 0 |
| O=C(Nc1nncs1)C1CCCC1 | -0.2 | 17 | -9 | -5 | -10 | 100 | 16 | 0 | 4.9 | 1 |
| CC1(C)NC(C)(C)/C(=C\c2cccs2)C(=O)C1=O | -0.1 | -5 | -1 | -6 | -2 | 101 | 11 | 3 | 2.0 | 0 |
| Cc1ccc(NC(=O)c2[nH]cnc2C(=O)NN)cc1 | 0.1 | 1 | -7 | 4 | -2 | 98 | 12 | -2 | -0.4 | 1 |

An excerpt; the hit share may differ from the screen's.
